Screening results: PubChem BioAssay, ICCB-Longwood Screening Facility, Harvard Medical School
PV pol inh = poliovirus RdRp elongation inhibitors, primary screen, biochemical, fluorescence polarization, total intensity; Genome polyprotein (Poliovirus type 1 (strain Mahoney)), P03300; actives 0.66% (n = 150,000); poliovirus polymerase elongation; stronger effect = lower value; % elongation, % (compound at 16.7 µg/mL); in the data active = % elongation below about 90%; also: some results filed as inactive read as strong as hits
Target sequence (P03300 1749-2209 limits assumed): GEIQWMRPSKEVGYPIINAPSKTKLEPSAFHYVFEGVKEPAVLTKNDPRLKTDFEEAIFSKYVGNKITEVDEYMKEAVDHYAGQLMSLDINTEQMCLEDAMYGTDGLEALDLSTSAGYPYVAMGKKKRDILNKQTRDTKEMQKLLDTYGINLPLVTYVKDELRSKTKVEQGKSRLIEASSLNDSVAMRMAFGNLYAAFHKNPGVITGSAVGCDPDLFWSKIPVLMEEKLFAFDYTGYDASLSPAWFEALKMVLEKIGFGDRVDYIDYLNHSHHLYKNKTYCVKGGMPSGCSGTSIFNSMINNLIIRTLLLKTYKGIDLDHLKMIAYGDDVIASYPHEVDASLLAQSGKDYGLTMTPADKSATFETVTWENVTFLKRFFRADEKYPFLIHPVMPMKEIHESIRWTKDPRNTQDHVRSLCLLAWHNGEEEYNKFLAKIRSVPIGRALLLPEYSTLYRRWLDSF
PV pol inh FP z-score = recorded beside PV pol inh, whose call it bears; z-score; measured here: FP z-score; hits read low
Active calls of the source: *. A portion of the library; rates above refer to the full screens.

cpd	mol	PV pol inh	PV pol inh FP z-score
1	OC(OCc1ccc(C(O)(C(F)(F)F)C(F)(F)F)o1)(C(F)(F)F)C(F)(F)F	101	0.3
2	CCN(CC)CCCNC(=O)CSc1nc2nc(C)c(Cc3ccccc3C)c(C)n2n1	102	-0.9
3	COc1ccc(C)cc1NC(=O)c1cc(C(=O)Nc2cc(C)ccc2OC)n(C)n1	105	0.8
4	O=C(CSc1ccc2ccccc2c1)OCC(=O)N1CCCC1	101	-0.6
5	c1coc(-c2nc3sc4c(N5CCCCC5)ncnc4c3c3c2CCCC3)c1	104	0.3
6	Clc1ccc(N=Cc2ccc(Br)o2)cc1Cl	125	2.1
7	Cc1ccc(-c2cn3cccnc3n2)cc1NC(=O)CC(C)(C)C	103	0.4
8	CCn1cc2nc(SCc3cccc(Cl)c3)n(Cc3ccc(C)cc3)c(=O)c2n1	108	0.7
9	COc1cc2c(cc1NC(=O)C(C)Oc1ccc(Cl)cc1Cl)oc1ccccc12 (stereo not given)	105	0
10	Cn1c(/C(C#N)=C/c2ccc(C(F)(F)F)cc2)nc2ccccc21	101	-0.5
11	Cc1ccc(C)c2nc(SCC(=O)OC(C)C)c(C#N)cc12	104	0.7
12	Cc1ccccc1NC(=O)CSc1nnc(-c2cccc(Cl)c2)o1	101	-0.4
13	Nc1cc(N)nc(SCC(=O)NCCN2C(=O)CSC2=O)n1	98	0.1
14	COc1ccc(/C=C\c2onc(C)c2S(=O)(=O)N2CCC(C(=O)Nc3ccc(Cl)cc3)CC2)cc1	108	0.7
15	CCC(C)NC(=O)N1c2ccccc2Sc2ccccc21 (stereo not given)	104	0.6
16	Cc1ccc(-n2c(SCC(=O)N3CCCc4ccccc43)nc3c([nH]c4ccccc43)c2=O)cc1	110	0.7
17	Cc1ccc(-c2cc(-c3ccc4c(c3)NC(=O)CO4)nc3c2COc2ccc(C)cc2-3)cc1	108	0.8
18	NC(=O)N/N=C/c1sc(N2CCCCC2)nc1-c1cccs1	106	0.6
19	CN1C(=O)/C(=C/c2ccc(C(=O)N3CCC(Cc4ccccc4)CC3)cc2)Oc2ccccc21	103	0.5
20	CCCCn1c(N)c(N(CC)C(=O)/C=C/c2ccc(Cl)cc2)c(=O)[nH]c1=O	99	-0.3
21	Brc1ccc(CSc2nc3ccccc3o2)cc1	98	-0.4
22	CCc1c(CN2CCN(c3ccc(F)cc3)CC2)csc1C	107	0
23	COc1ccccc1NC(=O)COC(=O)C1CCCC1	102	0.4
24	Cc1oc(-c2ccccc2F)nc1CS(=O)CC(=O)NCc1ccccn1 (stereo not given)	101	-0.3
25	CC(C)(Oc1ccc(Br)cc1)C(=O)Nc1cc(-c2nc3ccccc3[nH]2)ccc1Cl	107	0.6
26	FC(F)(F)c1ccnc(NCCN=Cc2ccccc2)n1	102	0.1
27	CCc1ccc(-n2c(=O)c3ccccc3n(Cc3ccccc3C#N)c2=O)cc1	107	0.4
28	CC1=C(C(=O)Nc2ccccc2)C(c2ccncc2)n2nc(SCc3ccccc3)nc2N1 (stereo not given)	104	-0.2
29	O=C(O)CC1(CC(=O)Nc2cccc(CO)c2)CCCC1	108	1
30	Cc1cc(C)c(NC(=O)Cn2c(=O)n(CC(=O)NCCc3ccccc3)c(=O)c3ccccc32)c(C)c1	110	0.4
31	COc1ccc2cc(C(=O)NC(C)=O)c(=Nc3ccccc3)oc2c1	103	0.3
32	CCOc1ccc(NC(=O)Cn2nnc(-c3nc(-c4ccncc4)no3)c2N)cc1	107	-0.2
33	CN(C(=O)COC(=O)c1c[nH]c(=O)[nH]c1=O)C1CCCCC1	105	0.5
34	Cc1cc2c(cc1S(=O)(=O)N(CCO)Cc1ccccc1)OCC(=O)N2	113	1.3
35	Cc1cccc(CN2C(=O)/C(=C\c3ccc(C(=O)NCCCN4CCN(C)CC4)cc3)Oc3ccccc32)c1	100	-0.6
36	Cc1cc(=O)oc2c(CN3CCCC3)c(O)ccc12	105	0.8
37	CCCCOc1ccc(C2C(C(=O)Nc3ccccc3OC)=C(C)Nc3nnnn32)cc1OC (stereo not given)	104	-0.1
38	COC(=O)CSC1=C(C#N)C(=O)NC(c2ccccc2O)S1 (stereo not given)	103	0.2
39	CN=C(Nc1cc(C)nn1-c1ccccc1)c1ccccc1F	101	0
40	CCOc1ccc(CCNC(=O)c2ccc(CS(=O)(=O)Cc3ccccc3Cl)o2)cc1OCC	102	-0.1
41	CC(=O)NC(NCC12CC3CC(CC(C3)C1)C2)(C(F)(F)F)C(F)(F)F	110	0.6
42	COC(C(=O)N1CCCC1c1nnc(SCc2ccccc2)n1C)c1ccccc1 (stereo not given)	104	0.7
43	COc1ccccc1N=C1SC(C)CN1C(=O)C1CCC1 (stereo not given)	98	-0.5
44	COc1ccc(CN)cc1OC	120	1.8
45	O=C(NC1CCCCCC1)C1CCCO1 (stereo not given)	103	0.7
46	O=C(Cn1cnc2sccc2c1=O)N1CCCC1c1ccc2c(c1)OCCCO2 (stereo not given)	102	-0.2
47	COCCCNc1nc(NCc2ccc(C)cc2)c2cnn(C)c2n1	105	0
48	CC1=C(C(=O)OCc2ccccc2)C(c2cccc(O)c2)C2=C(CC(c3ccccc3)CC2=O)N1 (stereo not given)	100	-0.7
49	CCN1CCCC1CNCC(O)COc1ccc(C)cc1 (stereo not given)	98	-0.7
50	COc1ccc(C2CC(=O)c3cc(-c4nc(-c5ccc(Cl)cc5)cs4)c(=O)[nH]c3C2)cc1 (stereo not given)	113	1.9

Other records.
cpd	mol	PV pol inh	PV pol inh FP z-score
51	COc1cc(OC)c(NS(=O)(=O)c2cc3c(cc2C)N(C(C)=O)CCO3)cc1Cl	105	-0.3
52	COc1ccc(NC(=O)N2CCc3c([nH]c4ccc(OC)cc34)C2c2ccc(OC)cc2)cc1 (stereo not given)	110	0.8
53	CCCCN(CC)CCCNC(=O)c1ccc2c(c1)N(Cc1ccc(C)cc1)C(=O)c1ccccc1S2	114	0.9
54	Cc1ccc(-n2c(=O)c3sc4ccccc4c3n(C)c2=O)cc1F	103	-0.5
55	COc1ccc(-n2c(NN)nc3c(c2=O)C2(CCCC2)Cc2ccccc2-3)cc1	99	-0.2
56	Cc1ccc(C(=O)NC(CC(=O)O)C(F)(F)F)cc1 (stereo not given)	103	0.2
57	CN(C)c1cccc(NC(=O)c2ccco2)c1	102	0.3
58	Cc1nc2ccc(NC(=O)/C=C/c3ccc(Br)o3)cc2s1	104	0.5
59	O=C1C=CC(=O)N1c1ccccc1C(F)(F)F	101	0
60	O=C(O)C1C2CCC(CC2)C1C(=O)O (stereo not given)	103	0.5

Single values from above.
Value of cpd 54 in PV pol inh: 103
Value of cpd 58 in PV pol inh: 104
Value of cpd 51 in PV pol inh: 105
Value of cpd 53 in PV pol inh: 114

In another format: results already given
56	Cc1ccc(C(=O)NC(CC(=O)O)C(F)(F)F)cc1 (stereo not given)
- PV pol inh = 103
- PV pol inh FP z-score = 0.2
57	CN(C)c1cccc(NC(=O)c2ccco2)c1
- PV pol inh = 102
- PV pol inh FP z-score = 0.3
58	Cc1nc2ccc(NC(=O)/C=C/c3ccc(Br)o3)cc2s1
- PV pol inh = 104
- PV pol inh FP z-score = 0.5
59	O=C1C=CC(=O)N1c1ccccc1C(F)(F)F
- PV pol inh = 101
- PV pol inh FP z-score = 0

More records follow:
cpd	mol	PV pol inh	PV pol inh FP z-score
61	O=C(CSCc1ccco1)CN1CCc2ccccc21	103	0.2
62	CSc1nnc(Cn2c(=O)sc3ccccc32)n1CCc1ccccc1	98	-1.4
63	CSc1nnc(CCNC(=O)NCc2ccccc2)n1C	103	0.4
64	CCn1c(SCC(=O)Nc2ccccc2)nc2c([nH]c3ccccc32)c1=O	106	-0.2
65	Cn1nc(C(=O)Nc2ccc(Cl)cc2)ccc1=O	109	0.9
66	CC1CC(=O)Nc2ccccc2N1S(=O)(=O)c1cn(C)cn1 (stereo not given)	105	0.5
67	CC1CN(C)C(C)C(/C=C(/C#N)C(N)=S)C1=O (stereo not given)	100	0
68	O=C(Nc1cccc(C(=O)NCc2ccc3c(c2)OCO3)c1)C1=CSCCO1	100	-0.5
69	CC(C)=C1SC(N2CCN(c3ccccc3)CC2)=NC1=O	99	-0.2
70	COc1ccc(NC(=O)C2CCCN(S(=O)(=O)c3cccc4nonc34)C2)cc1Cl (stereo not given)	109	0.9
71	CCn1cc2nc(SCc3cc(C)ccc3C)n(CCc3ccccc3)c(=O)c2n1	104	-0.7
72	O=C(CSCc1ccco1)c1ccccc1F	98	-1.5
73	COc1ccccc1OCC(=O)NCCS(=O)(=O)N1CCN(c2ccccc2OC)CC1	107	0
74	Cc1c(CCNC(=O)C(C)(C)C)sc2nc(-c3ccc(F)cc3)nn12	111	1.2
75	Cc1ccc(-n2cc(-c3ccccc3)c3c(NC4CCCC4)ncnc32)cc1	109	0.4
76	O=C1CCC(C(=O)NCCCn2ccc3ccccc32)=NN1	102	-0.4
77	O=C(CSc1nc2c(oc3ccccc32)c(=O)n1CC1CCCO1)Nc1ccccc1 (stereo not given)	100	-1.1
78	C=CCNC(=O)c1cnn2c(C(F)F)cc(-c3ccccc3)nc12	100	-0.2
79	COc1cc(OC)c(NC(=O)c2cnn(-c3cccc(Cl)c3C)c2C2CCN(C(=O)OC(C)(C)C)CC2)cc1Cl	104	-0.4
80	CCC(CO)Nc1nnc(-c2ccccc2)c2ccccc12 (stereo not given)	99	-0.7

4 of these compounds in a different format:
63. CSc1nnc(CCNC(=O)NCc2ccccc2)n1C
64. CCn1c(SCC(=O)Nc2ccccc2)nc2c([nH]c3ccccc32)c1=O
65. Cn1nc(C(=O)Nc2ccc(Cl)cc2)ccc1=O
66. CC1CC(=O)Nc2ccccc2N1S(=O)(=O)c1cn(C)cn1 (stereo not given)

assay / compound	63	64	65	66
PV pol inh	103	106	109	105
PV pol inh FP z-score	0.4	-0.2	0.9	0.5

Additional compounds:
cpd	mol	PV pol inh	PV pol inh FP z-score
81	Oc1ccccc1C(=S)N1CCN(C(=S)c2ccccc2O)CC1	101	-0.3
82	CC(C)NC(=O)Cn1c(=O)nc(-c2ccccc2)c2ccccc21	110	0.7
83	CCn1c(CSc2nnc(C3CC3)n2C)nc2cc(S(=O)(=O)N3CCCCC3)ccc21	104	0.1
84	S=c1[nH]nc(C2CCCCC2)n1N=Cc1cccnc1	102	0.4
85	Cc1nc(-c2c[nH]c3ccccc23)c(C)s1	73*	-5*
86	O=c1ccccn1CCOc1ccc(Cl)cc1Cl	102	0.1
87	O=C(CCN1N=C(c2ccccc2)CCC1=O)Nc1cccc(C(F)(F)F)c1	103	0.1
88	CCOC(=O)c1cc(-c2ccccc2)n(CCCC(=O)NCc2ccccc2)c1C	102	0.3
89	CSc1cccc(NC(=O)CN2CCN(Cc3ccccc3C)S2(=O)=O)c1	106	0.1
90	CCn1c2c(c(=O)[nH]c1=O)C(c1ccsc1)C1=C(N2)c2ccccc2C1=O (stereo not given)	104	0.5
91	Cc1cc(C)cc(NC(=O)c2ccc(COc3ccccc3Br)o2)c1	102	0.6
92	CCN(CC)c1nn2c(=O)c(C(=O)N3CCC4(CC3)OCCO4)cnc2s1	100	-0.5
93	O=S(=O)(c1cccc(Cl)c1Cl)N1CCOCC1	100	0
94	Cc1cccc(OC(C)C(=O)OCC(=O)c2cc3ccccc3o2)c1 (stereo not given)	106	0.6
95	COc1ccc(NC(=O)CSc2nc(-c3ccccc3)[nH]c2-c2ccccc2)cc1OC	112	-0.1
96	O=C(COc1cc2oc(=O)c3c(c2cc1Cl)CCC3)NCc1ccco1	111	0.9
97	O=C1NC(Cc2c[nH]c3ccccc23)C(=O)N1CCN1C(=O)c2ccccc2C1=O (stereo not given)	106	0.5
98	CCN(C(=O)CSc1nnc(-c2ccc(Cl)cc2)o1)c1ccccc1	109	0.2
99	COc1cccc(N2CCN(C(=O)c3cc4c(=O)n(Cc5cccs5)ccc4nc3C)CC2)c1	106	-0.1
100	COc1cc(OC)c(NC(=O)Nc2ccc3c(c2)N(C)C(=O)c2ccccc2S3)cc1Cl	106	-0.2
101	Cc1cc2occ(CC(=O)OCc3ccc(C#N)cc3)c2cc1C	108	0.6
102	CCCn1c(=O)n(Cc2ccc(Br)cc2)c2ccccc21	117	2.5
103	CC(C)NC(=O)c1ccc(Cl)cc1Cl	99	-0.5
104	CCOc1ccc(OCC)c(C(=O)C2CCCCC2)c1	104	0.2
105	COc1ccc(-c2cc(C(=O)Nc3c(C)nn(Cc4ccc(C)cc4)c3C)no2)cc1OC	107	0.6
106	CC(CNC(=O)c1ccc(CSc2nc3ccncc3n2Cc2ccc(F)cc2)cc1)c1ccccc1 (stereo not given)	106	-1.1
107	O=C(NCc1ccc(F)cc1)C(=O)NCC(c1cccs1)S(=O)(=O)c1cccs1 (stereo not given)	112	1.1
108	Cc1nc2ccccc2nc1C(N)=O	100	-0.3
109	Cc1ccc(C)c(N2CCN(S(=O)(=O)c3ccc4c(c3)OCCO4)CC2)c1	101	-0.1
110	C=CCC1(NCCc2ccccc2)CCCCC1	104	0.1
111	CC1(C)CC(=O)CC(=Nc2ccc3[nH]c(=O)[nH]c3c2)C1	102	0
112	O=c1[nH]c2ccccc2c(O)c1C1=NS(=O)(=O)c2ccccc2N1	102	0
113	CCc1ccccc1NC(=O)CCC(=O)N1CCSc2ccccc21	102	0
